Source: PubChem (NCI)
NCI-60 one-dose screen, 48 h, at 10 µM unless noted. Numbers give growth in % (100 = growth as untreated, 0 = no growth, -100 = all killed).
HOP-92: HOP-92 NSCLC cells; 71,000 tested, 6.3% active; AID 1794738
MOLT-4: MOLT-4 leukemia cells | AID 1794779 | 80,000 tested, 6.9% active
CCRF-CEM: CCRF-CEM leukemia | 77,000 tested, 7% active
EKVX: EKVX NSCLC | AID 1794765 | 71,000 tested, 3% active
HOP-62: HOP-62 NSCLC. AID 1794735. 80,000 tested, 3.9% active
M14: M14 melanoma; 80,000 tested, 6.2% active
RPMI-8226: RPMI-8226 leukemia cells | 77,000 tested, 7.5% active
A549/ATCC: A549/ATCC NSCLC; 81,000 tested, 3.7% active
* marks the source's active call; other numbers are inactive results; · = no result given; & = joins results of further samples. Rule for the calls: active = growth percent below 10; inactive = the rest.

compound	CCRF-CEM	HOP-62	EKVX	M14	RPMI-8226	HOP-92	A549/ATCC	MOLT-4
C=C1CCc2nc(SCC(=O)O)ccc2N1	97	103	101	95	114	120	108	97
O=S(=O)(O)c1ccc(O)c(N=Nc2ccc(O)cc2O)c1	111	102	101	108	104	74	96	116
CC1(C)CC(=O)C2=C(C1)N(Cc1ccc(C(=O)O)cc1)C1=C(C(=O)CC(C)(C)C1)C2c1ccc(F)cc1	110	97	97	105	111	·	98	103
COC(=O)c1cc(NC(=O)c2cc([N+](=O)[O-])cn2C)c2cccc(C(=O)OC)c2c1	96	96	101	93	95	101	63	79
O=C1Nc2c(C(=O)O)cccc2/C1=N/c1n[nH]c(=S)s1	89	80	78	91	88	96	86	90
CCN1c2nc3ccccc3nc2SC1Nc1ccccc1 (centres undefined)	107	88	96	124	100	100	104	101
CCN(C(=O)CN1CCN(c2cc(=O)[nH]c3ccc(F)cc23)CC1)c1ccccc1	97	104	93	99	106	113	104	78
Cc1ccc(-c2cc3nc(C(Cl)Cl)nc(-c4ccc(S(=O)(=O)N(C)C)cc4)n3n2)cc1	69	78	103	93	87	128	88	76
CC1Cc2c(cccc2-n2cnc3ccccc32)N(C)C12C=CC(=O)C=C2 (centres undefined)	109	92	115	102	·	93	91	99
c1ccc2c(c1)Cc1ccccc1O2	84	88	98	96	101	83	84	110
CCC(C)NCCCCCNc1cc(OC)cc2cccnc12 (centres undefined)	103	83	108	103	95	51	98	75
Brc1cc(Br)c(N=Nc2c(Br)cc(Br)cc2Br)c(Br)c1	100	113	·	97	117	126	95	86
COc1cccc(C2SCC(=O)N2NC(=O)c2ccc(C)nc2)c1 (centres undefined)	92	93	92	98	79	84	95	126
N#C/C(=C\c1ccccn1)c1nc(-c2ccc(Cl)cc2)cs1	30	85	·	90	58	·	65	50
O=C(CSc1nc2ccccc2c(=O)[nH]1)Nc1ccccc1C(=O)O	91	98	92	105	102	118	112	97
CC(=O)Oc1c(C(=O)O)ccc2ccccc12	106&105	91&108	98&105	104&102	104&106	107&86	103&106	105&103
Cn1ncc(Cl)c1-c1cc(C(=O)N[C@H](CN)Cc2cccc(F)c2)sc1Cl	6.1*	25	38	-55*	-10*	-27*	18	-15*
CC(C)(C)n1cc(-c2ccnc(NCCNS(=O)(=O)c3ccc(Br)cc3)c2)c(-c2cccc(O)c2)n1	28	61	43	22	3.6*	19	29	13
COc1cc(C(=O)OCCCN2CCOCC2)cc(OC)c1OC	94	89	·	108	98	70	101	107
CC[N+](CC)(CC)CCOc1cccc(OCC[N+](CC)(CC)CC)c1OCC[N+](CC)(CC)CC	98&100	102&110	113	100&107	94&107	82&103	100	85&106
Cc1ccc(C(C)(C)C)c(O)c1	89	101	103	101	·	·	99	92
COC(=O)c1cccc(F)c1C(=O)c1cccc2ccccc12	101	98	117	109	94	78	94	120
COC(=O)C(CC(C)C)NS(=O)(=O)c1ccc(-c2cc3ccccc3c(=O)o2)cc1 (centres undefined)	92	85	93	99	87	·	99	90
CN(C)S(=O)(=O)n1cnc([C@@H]2[C@H]3C(=O)OC[C@@H]3C[C@@]23N=CN(Cc2ccccc2)C3=O)c1	122	113	99	·	92	98	114	105
C=C(C)CCC(C)N1CCC(N2CCC(C(=O)NCCc3ccccc3)CC2)CC1 (centres undefined)	45	79	·	58	4.7*	71	43	43
CC(C)(C)n1cc(-c2ccnc(NCCCNS(=O)(=O)c3ccccc3)c2)c(-c2cccc(O)c2)n1	35	66	57	34	11	78	38	32
NC(=N\N=C/c1ccc(O)cc1)/C(N)=N\N=C/c1ccc(O)cc1	11	79	65	40	65	79	52	-8.6*
COc1cccc(-c2cc3cnc4ccccc4c3oc2=O)c1	106	103	109	101	105	100	97	96
COc1ccc(C(=O)c2ccc(OC)cc2)cc1	106	·	·	102	102	88	102	88
O=C1c2ccccc2SC2c3cccn3CCN12 (centres undefined)	·	87	95	89	·	·	102	90
CN1CCC(NC(=O)Nc2ncccc2OCc2cccc(F)c2)CC1	93	97	101	90	91	82	92	84
N#C/C(=C\c1ccc(-c2ccc(Cl)cc2Cl)o1)C(=O)c1c[nH]c2ccccc12	99	90	79	92	98	95	102	101
Cc1ccc(NC(=O)c2sc3nc(C)c(C(O)c4ccccc4)cc3c2N)cc1 (centres undefined)	7.7*	31	48	16	5.2*	59	23	18
C=C(C)C(=O)N(C)c1cccc(-c2ccccc2)c1C	101	108	103	106	·	105	108	109
NNC(=O)CSc1ncnc2c1c(-c1ccccc1)cn2-c1ccc(Cl)cc1	106	81	91	99	100	78	87	96
CNCCNc1nc2ccccc2c2c(=O)c3cc(F)ccc3sc12	15	46	72	1.9*	-3.6*	19	-56*	-19*
Nc1nc(N)c(N=O)c(=O)[nH]1	115	96	110	101	106	85	107	91
CCOC(=O)c1ccc2c(c1)[n+](=O)c(C(C)=O)c(C)n2[O-]	93	109	101	117	89	63	100	87
COc1ccc(Nc2nnc(-c3ccc(Cl)cc3)o2)cc1	75	79	53	73	67	75	65	59
Cc1ccc(Nc2nn3c(=O)c4cc(Cl)ccc4nc3s2)cc1	103	99	99	100	99	91	85	97
Nc1ccccc1Br	107	97	103	95	106	110	107	110
CCOC(=O)/C(C#N)=C/c1ccc(Br)cc1	101	·	101	103	106	112	104	102
O[C@H]1[C@H](c2c[nH]c3ccccc23)c2c([nH]c3ccccc23)[C@@H](c2c[nH]c3ccccc23)[C@@H]1O	122	74	·	89	107	91	98	81
COc1cc(/C=N/NC(=O)c2ccc(C(F)(F)F)nc2Nc2ccc(Cl)cc2C)ccc1O	13	9.0*	38	51	27	40	·	-24*
COc1ccc(CCNC(=O)C(=O)[C@H](Cc2ccccc2)NC(=O)c2oc3cc(O)ccc3c(=O)c2C)cc1	92	94	91	93	102	97	99	82
NC(=O)c1cccc(-n2ccc3cc(NC(=O)c4ccc(Cl)c(Cl)c4)ccc32)n1	94	114	91	102	·	123	95	93
Cc1oc2nc[nH]c(=O)c2c1C(=O)/C=C/c1cc(O)cc2ccccc12	·	90	105	98	143	105	103	101
c1ccc(NC2Sc3nc4ccccc4nc3N2C2CCCCC2)cc1 (centres undefined)	104	104	90	104	107	101	95	101
CC1CCC[N+]2(CCCCC2)CC1 (centres undefined)	·	102	·	105	99	·	102	97
Cc1ccc(N(C(=O)c2cc3ccccc3[nH]2)[C@H](C(=O)Nc2cccc([N+](=O)[O-])c2)c2ccc(N(C)C)cc2)cc1	93	85	88	93	88	81	88	90
O=c1nc2c(-c3ccccc3)n[nH]n2c2sc3c(c12)CCCC3	101	88	96	97	100	84	92	97
CNCc1ccc(CNC)[nH]1	118	100	88	101	103	95	96	107
CC(C)c1nc(N(C)S(C)(=O)=O)nc(-c2ccc(F)cc2)c1/C=C/[C@@H](O)C[C@@H](O)CC(=O)O	104	108	91	104	113	·	98	109
ClCc1ccc(-c2ccc(CCl)cc2)cc1	66	101	106	95	85	94	89	60
CCOC(=O)C1=C(N)Oc2c(sc3c(CC)cccc23)C1c1ccc(F)cc1 (centres undefined)	28	32	64	38	·	63	47	64
Nc1nn2cc(-c3ccc(Cl)s3)nc2c2ccccc12	77	76	87	97	92	67	84	44

Later entries:
compound	CCRF-CEM	HOP-62	EKVX	M14	RPMI-8226	HOP-92	A549/ATCC	MOLT-4
C[C@H]1O[C@@H](c2ccc3c(c2O)C(=O)C2=C(C3=O)[C@@]3(O)C(=O)C[C@](C)(O)C[C@@]3(O)C=C2)C[C@@H](O)[C@@H]1O	89	109	104	104	91	119	99	94
CC[C@]1(C#N)C(=O)C[C@H]2[C@H]1N(C(c1ccccc1)c1ccccc1)C(=O)C(=O)N2c1cccc(C2(C)OCC(C)(C)CO2)c1	98	91	103	101	93	98	93	95
CCCCNC(=O)Oc1ccc(/C(=C(\C)c2ccccc2)c2ccc(OCCCN(C)C)cc2)cc1	84	86	84	71	83	77	68	71
CC1=NNC(=O)[C@@H]1C1c2ccccc2Oc2c1c(=O)n(C)c(=O)n2C (some centres undefined)	102	97	102	104	102	92	101	94
O=C1c2cc(O)cc(O)c2[C@H](c2ccc(O)cc2)[C@H]1c1cc(O)cc(O)c1	103	106	89	95	101	101	94	106
Cc1cn(C2CCCCC2)c(=O)n(-c2ccccc2)c1=O	74	88	104	116	63	92	108	101
CCOC(=O)NC1=NCC(C)(C)S1	98	·	98	103	108	111	100	84
COc1ccc(-c2cc(/C=C/C(=O)c3ccc(OC)c(OC)c3)[nH]n2)cc1	·	8.6*	·	42	-48*	67	29	·
CC(N)CCCO (centres undefined)	88	98	·	104	101	121	99	101
COC(=O)[C@]12CC[C@@H](C)[C@H](C)[C@@H]1C1=CC[C@@H]3[C@@]4(C)C(C=O)=C[C@@](C)(COS(C)(=O)=O)C4=CC[C@@]3(C)[C@]1(C)CC2	-1.2*	-15*	-39*	-56*	-4.7*	-88*	-15*	0.9*
Cc1nc2c(nnn2-c2ccccc2)c2nc(-c3ccc(Cl)cc3)oc(=O)c12	103	·	110	108	108	117	111	113
Cc1cc(NS(=O)(=O)c2ccc(Nc3ccnc(SCC(=O)c4ccc(F)cc4)n3)cc2)no1	120	107	98	96	117	112	107	113
O=C(Nc1ncc(Cc2ccc(Cl)cc2)s1)C1=NCCCCN1	101	108	106	104	97	119	109	99
C=C(C)C(=O)OCC(CC)(COC(=O)C(=C)C)COC(=O)C(=C)C	89	96	·	106	90	72	94	110
CCOc1cc(N2CCOCC2)c(OCC)cc1N	109	106	99	110	110	·	102	117
Cc1cc(=O)oc2cc(OCCCCOc3ccc(/C=C/C(=O)Nc4ccccc4N)cc3)ccc12	11	70	60	79	19	83	47	28
CN(C)c1ccc(/C=c2\sc3nc(=O)c4nc(-c5ccccc5)c(-c5ccccc5)nc4n3c2=O)cc1	112	100	94	103	108	104	101	30
CCOC(=O)c1cn2ncnc(Oc3ccc(NC(=O)NC4CCCCC4)c(Cl)c3)c2c1C	70	80	74	84	91	87	59	75

Entries listed so far containing an aryl methoxy group:
compound	CCRF-CEM	HOP-62	EKVX	M14	RPMI-8226	HOP-92	A549/ATCC	MOLT-4
CCC(C)NCCCCCNc1cc(OC)cc2cccnc12 (centres undefined)	103	83	108	103	95	51	98	75
COc1cccc(C2SCC(=O)N2NC(=O)c2ccc(C)nc2)c1 (centres undefined)	92	93	92	98	79	84	95	126
COc1cc(C(=O)OCCCN2CCOCC2)cc(OC)c1OC	94	89	·	108	98	70	101	107
COc1cccc(-c2cc3cnc4ccccc4c3oc2=O)c1	106	103	109	101	105	100	97	96
COc1ccc(C(=O)c2ccc(OC)cc2)cc1	106	·	·	102	102	88	102	88
COc1ccc(Nc2nnc(-c3ccc(Cl)cc3)o2)cc1	75	79	53	73	67	75	65	59
COc1cc(/C=N/NC(=O)c2ccc(C(F)(F)F)nc2Nc2ccc(Cl)cc2C)ccc1O	13	9.0*	38	51	27	40	·	-24*
COc1ccc(CCNC(=O)C(=O)[C@H](Cc2ccccc2)NC(=O)c2oc3cc(O)ccc3c(=O)c2C)cc1	92	94	91	93	102	97	99	82
COc1ccc(-c2cc(/C=C/C(=O)c3ccc(OC)c(OC)c3)[nH]n2)cc1	·	8.6*	·	42	-48*	67	29	·
